# DRD3 agonist = agonists of human D3 dopamine receptor; P35462; D3R DiscoveRx beta-arrestin cells, luminescence, 90 min; max activation, %; 410,000 compounds, 0.58% hits; in the data active = max activation above about 30%; also: 0% is about no effect; mostly tested at two doses, the higher about 12 µM
# Target sequence (P35462 whole entry, looked up): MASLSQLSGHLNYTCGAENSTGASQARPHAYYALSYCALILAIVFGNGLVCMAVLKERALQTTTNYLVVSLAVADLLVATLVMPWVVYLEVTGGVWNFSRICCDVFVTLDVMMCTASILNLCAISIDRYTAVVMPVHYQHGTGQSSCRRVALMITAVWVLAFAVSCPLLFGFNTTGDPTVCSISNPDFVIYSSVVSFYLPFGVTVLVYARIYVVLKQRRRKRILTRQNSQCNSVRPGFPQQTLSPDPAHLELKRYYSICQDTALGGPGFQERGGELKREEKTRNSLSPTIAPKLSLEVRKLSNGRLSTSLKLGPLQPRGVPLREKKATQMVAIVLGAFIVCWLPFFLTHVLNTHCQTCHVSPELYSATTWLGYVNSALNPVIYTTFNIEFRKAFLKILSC
#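 Agonist-mode cell screen: cells plated at 1500/well and incubated overnight at 37 °C, then exposed to library compounds for 90 min at 37 °C. Detection reagent was added for 30–60 min at room temperature, and luminescence was read.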
# WRN helicase inh = WRN helicase (human) inhibition. Q14191. WRN helicase unwinding, fluorescent forked duplex, kinetic. Potency, µM (highest dose often 114 µM), without a hit: top-dose activity change, negative = inhibition, most hits filed as inhibitors. 360,000 compounds, 0.46% hits; also: potency is read from the fitted curve at half-maximal effect; % is scaled to controls: 0 for no effect and ±100 for the full control effect; nearly all actives have a fitted effect of over 55% in size
#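 Fluorescence dequenching readout, ex 525 nm/em 598 nm, kinetic mode: forked duplex DNA (100 nM final) with adjacent fluorophore and quencher unwound by WRN (20 nM final) with 2 mM ATP. Compound preincubation 15 min, room temperature.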
# GLP-1R inv ag = GLP-1 receptor (human) inverse agonism; P43220; HEK293 GLP-1R CRE-luciferase, luminescence, 24 h; GLP-1R form is constitutively active; Potency, µM (titrated, usually from 38.3 µM), inactives show top-dose activity change, negative = inhibition, usual class: inhibitors; 410,000 compounds, 1.6% hits; also: potency is read from the fitted curve at half-maximal effect; % is scaled to controls: 0 for no effect and ±100 for the full control effect; nearly all actives have a fitted effect of over 55% in size
# Target sequence (P43220 whole entry, looked up): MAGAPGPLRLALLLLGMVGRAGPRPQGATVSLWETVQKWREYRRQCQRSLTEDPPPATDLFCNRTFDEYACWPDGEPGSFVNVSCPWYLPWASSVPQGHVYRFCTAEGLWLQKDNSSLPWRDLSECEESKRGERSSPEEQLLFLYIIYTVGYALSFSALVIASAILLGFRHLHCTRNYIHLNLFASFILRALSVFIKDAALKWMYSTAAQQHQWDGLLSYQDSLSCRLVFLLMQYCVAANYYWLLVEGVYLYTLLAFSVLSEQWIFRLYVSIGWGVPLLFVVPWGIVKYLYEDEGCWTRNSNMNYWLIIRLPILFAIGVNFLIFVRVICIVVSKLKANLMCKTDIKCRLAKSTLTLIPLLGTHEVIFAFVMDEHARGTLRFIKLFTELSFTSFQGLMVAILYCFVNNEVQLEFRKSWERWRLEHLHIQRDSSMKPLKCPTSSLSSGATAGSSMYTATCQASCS
#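 Luminescence readout: a drop in cAMP-driven luciferase signal flags inverse agonism at a constitutively active GLP-1R stably expressed in HEK293. Compound exposure lasted 24 hr at 37 deg C, 5% CO2.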
# IL-2 act = IL-2 activation; IL-2 activation reporter assay, cell-based qHTS; stimulated with anti-CD3/CD4/CD28 beads; in transgenic mouse T cells; activation, % (series mostly up to about 46 µM); 360,000 compounds, 0.065% hits; AID 652025; in the data active = activation above about 50%; inconclusive = mostly about 30% to 49%; also: 0% is about no effect
#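 Unstimulated transgenic mouse T cells; 60-min compound exposure; bead-based TCR/CD4/CD28 stimulation; 18 h culture, 37 degrees C; dual fluorescence (EGFP, DsRed) plate cytometry.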
# GLP1R ag = activates the human GLP-1 receptor; AID 624172; Potency, µM (highest dose often 45.6 µM), for inactives: at the highest dose activation, most hits filed as activators; HEK293 GLP-1R CRE-luciferase, luminescence, 4-6 h; cells express a hypersensitive GLP-1R form; P43220; 380,000 compounds, 0.007% hits; also: potency is read from the fitted curve at half-maximal effect; % of control where 0% means no effect
# HEK293 tox = cytotoxic in the GLP-1 receptor inverse agonist counter-screen. HEK293 cAMP-luciferase reporter cells, luminescence, 24 h. Potency, µM (doses to about 38.3 µM), for inactives: at the highest dose activity change, negative = inhibition, actives largely listed as inhibitors. 410,000 compounds, 0.13% hits. AID 624418;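 also: loss of luciferase light is scored as toxicity; potency is read from the fitted curve at half-maximal effect; % is scaled to controls: 0 for no effect and ±100 for the full control effect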
#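 Compound-treated cells are incubated 24 hr at 37 deg C under 5% CO2 after a 12 hour attachment period, then luciferase detection reagent is added and luminescence is measured following 12 min at room temperature; lowered signal indicates toxicity.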
# PI5P4K alpha inh = inhibitors of human PI5P4K alpha. PI5P4Kalpha enzyme, ADP-Glo luminescence, 60 min; stronger effect = lower value. 330,000 compounds, 1.2% hits. max response, %. P48426; active = max response of -50% or lower; inconclusive = between -30% and -50%; inactive = -30% or higher; also: value at the top dose of about 77 µM; % is scaled to controls: 0 for no effect and ±100 for the full control effect
#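 Compounds were pin-transferred onto PI5P4Kalpha and substrate in HEPES pH 7.4 buffer with EGTA, CHAPS and 5% DMSO. ATP (5 microM final) started the reaction, which ran 60 minutes at room temperature before ADP-Glo detection.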
# D3 antag = blocks the human D3 dopamine receptor; P35462; max response, negative = inhibition, %; D3R cells, DiscoveRx beta-arrestin luminescence, antagonist mode; stronger effect = lower value; 360,000 compounds, 2.5% hits; in the data active = max response below about -50%; inconclusive = no clear call, values can overlap the other calls; also: % is scaled to controls: 0 for no effect and ±100 for the full control effect; mostly tested at two doses, the higher about 12 µM
#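 Cells plated overnight at 1500 cells/well, then exposed to library compounds with dopamine controls for 90 minutes at 37 degrees C. DiscoveRx reagent added for 30–60 minutes at room temperature; luminescence read, quantitative HTS format.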
# PLK1 PBD inh = PLK1 (human) polo-box domain binding inhibition; P53350; Plk1 PBD binding of FITC phosphopeptide, fluorescence polarization; Potency, µM, for the others: max response, negative = inhibition, actives largely listed as inhibitors; 360,000 compounds, 2.8% hits; also: potency is read from the fitted curve at half-maximal effect; series mostly up to about 57 µM; % is scaled to controls: 0 for no effect and ±100 for the full control effect; nearly all actives have a fitted effect of over 65% in size
# * hit, by the source's call; u = inconclusive; x = not tested or not shown; [ ] = remark or other dose. Unless noted, calls follow the shape of the dose curve; as a rule, active = well fitted curve in the direction sought with a large enough effect; inconclusive = small, poorly fitted or top-dose-only effect, or another doubt; inactive = no such curve, though single readings can be large; an effect the other way counts as inactive or inconclusive. Not a hit list; 7.8% or so of the library scored in one or more.
# Every second line gives: DRD3 agonist, WRN helicase inh, GLP-1R inv ag, IL-2 act, GLP1R ag, HEK293 tox, PI5P4K alpha inh, D3 antag, PLK1 PBD inh
CC(=O)c1ccc(NC(=O)CCCN2C(=O)COc3ccc(C)cc32)cc1
  -2, 0%, 45%[activator], -0.9, 16%, 11%, -1, 4, -13%
C/C(CC(=O)NCCc1ccccc1)=N\NC(=O)COc1ccc(Br)cc1
  -9, -6%, -16%, -1.2, 0%, 12%, 6, -18, -10%
COc1cccc(C(=O)NNS(=O)(=O)c2ccc(F)cc2)c1
  1, 4%, 9%, -1.7, 2%, -4%, 3, 9, 2%
C[C@H](NC(=O)C1CCN(S(=O)(=O)c2ccccc2)CC1)C(=O)NCc1ccc(Cl)c(Cl)c1
  2, -11%, u, 0.3, -6%, 2%, -1, 7, 5%
Cc1ccc(-c2nc(=S)c3c(n2CCN2CCOCC2)CC(C)(C)OC3)cc1
  8, 2%, 4%, -0.3, 1%, -9%, -7, -7, -2%
CC(Oc1ccccc1)C(=O)Nc1cccc(F)c1 (stereo not given)
  1, -11%, -3%, -1.1, 6%, 5%, -1, -4, -4%
CCc1cc[n+](-c2nc3ccccc3nc2C(=C=[N-])C#N)cc1
  0, -5%, 0%, -0.3, -4%, -9%, -2, 45, -3%
Cc1cc(O)ccc1N1C(=O)c2cccc3cc([N+](=O)[O-])cc(c23)C1=O
  5, 0%, 11%, -1.1, 4%, 3%, -4, 46, -3%
COc1ccc(NC(=O)CN2C(=O)C3(SCC(=O)N3c3ccccc3)c3ccccc32)cc1Cl (stereo not given)
  -8, x, 2%, x, -2%, 5%, x, x, x
Cc1cc(C(F)(F)F)nn1CC(=O)NNC(=S)Nc1cccc(Cl)c1
  2, -5%, 2%, -0.2, -12%, 3%, x, u, -23%

# Remaining list, next part
# Every second line gives: DRD3 agonist, WRN helicase inh, GLP-1R inv ag, IL-2 act, GLP1R ag, HEK293 tox, PI5P4K alpha inh, D3 antag, PLK1 PBD inh
C/C(Cc1ccccc1)=N\NC(=O)c1cc(C(C)(C)C)[nH]n1
  -3, 2%, -7%, -0.3, 2%, -5%, -10, -15, -8%
O=Cc1ccc(-c2c(-c3ccccc3)oc3c2C(OCCCCO)CCC3)o1 (stereo not given)
  0, -6%, -30%, -0.5, 5%, 5%, -5, -22, -22%
CC(C)OC(=O)C1C(=O)CC(C)(O)C(C(=O)OC(C)C)C1c1cccc(O)c1 (stereo not given)
  -3, 0%, -26%, -2.3, -11%, -2%, x, 6, -4%
Cc1nc(-c2ccccc2)nc2[nH]ccc(=O)c12
  0, -8%, -1%, -0.8, -4%, -10%, 0, 1, -4%
O=C(CSc1n[nH]c(-c2ccccc2)n1)c1ccc(O)c(O)c1
  12, 16µM*, 0%, -1.7, -10%, -24%, x, 14, -7%
COc1ccccc1N(C)S(=O)(=O)c1ccc(Cl)c(C(=O)NCc2cccnc2)c1
  14, -2%, -9%, -0.6, -6%, -4%, 5, -2, -4%
S=C1CCSc2ccc(Cl)cc2N1
  0, -4%, 15%, 0.1, -2%, u, -2, 15, -3%
CC(C)(C)OC(=O)C[C@H]1C/C=C\C[C@@H](CC(=O)N[C@@H](CO)Cc2ccccc2)C(=O)N2CCC[C@H]2COC1=O
  -22, 0%, 14%, -0.6, -1%, 1%, 0, 0, -4%
Fc1ccc(Br)cc1/C=N/n1cnnc1
  2, 4%, 8%, 0.5, 0%, -2%, -7, -2, -7%
CCc1cccc(C)c1NC(=O)c1cc(S(=O)(=O)N2CCCCCC2)cn1C
  -2, x, u, x, 1%, 0%, x, x, x

# The last 2 compounds of the part before lead into the next:
Structure | DRD3 agonist | WRN helicase inh | GLP-1R inv ag | IL-2 act | GLP1R ag | HEK293 tox | PI5P4K alpha inh | D3 antag | PLK1 PBD inh
Fc1ccc(Br)cc1/C=N/n1cnnc1 | 2 | 4% | 8% | 0.5 | 0% | -2% | -7 | -2 | -7%
CCc1cccc(C)c1NC(=O)c1cc(S(=O)(=O)N2CCCCCC2)cn1C | -2 | x | u | x | 1% | 0% | x | x | x
O=C(Cn1ccc([N+](=O)[O-])n1)Nc1nc2ccccc2s1 | 26 | 11% | 1% | -0.4 | 13% | -3% | -6 | -13 | -7%
COc1cccc(CN(C(=O)Cn2nnc(-c3ccccc3F)n2)C(C(=O)NC(C)(C)C)c2ccncc2)c1 (stereo not given) | -2 | 6% | u | -7.2 | 5% | 6% | 2 | 8 | u
CCCN(CCO)Cc1cccc(Oc2ccccc2)c1 | -5 | 5% | -3% | -0.1 | -12% | -13% | x | -15 | -2%
CN(C(=O)c1ccncc1)c1nnc(-c2cccnc2)s1 | 3 | 15% | 6% | 1.5 | -8% | -11% | -9 | 11 | -6%
CC(C)CC1NC(=O)N(CCCCN2C(=O)c3ccccc3C2=O)C1=O (stereo not given) | -1 | -26% | -21% | -0.2 | 3% | 16% | 4 | -8 | -11%
Cc1ccc(-c2ccc(SCC(=O)NC3CCCC3)nn2)cc1 | 7 | -8% | -1% | -2.8 | 0% | 0% | 4 | 24 | 2%
CCOc1ccc(C(=O)NC2CCN(C(=S)Nc3ccccc3C)CC2)cc1 | 2 | 4% | 19% | -0.3 | -1% | -1% | -2 | 3 | 2%
COc1cccc(CNC(=O)COC(=O)CCS(=O)(=O)c2ccc(C)cc2)c1 | -10 | -7% | 14% | -0.3 | 9% | 16% | -6 | -17 | -9%

# Other results follow.
Structure | DRD3 agonist | WRN helicase inh | GLP-1R inv ag | IL-2 act | GLP1R ag | HEK293 tox | PI5P4K alpha inh | D3 antag | PLK1 PBD inh
Cn1c(-c2ccc(=O)[nH]c2)nc2ccccc21 | 1 | 6%[57.1 µM] | 39%[activator] | 2.3 | 1% | 4% | 1 | -1 | -8%
O=C(NCCN1CCOCC1)NC1(C(F)(F)F)Oc2ccc(Cl)cc2O1 (stereo not given) | 2 | -10% | 4% | 1.9 | 2% | 5% | 8 | 0 | -21%
O=C(/C=C/c1ccco1)Nc1cc(Cl)ccc1C(=O)O | 2 | -36% | -4% | 1.6 | -18% | 6% | u | u | u
CCOC(=O)c1c(C)nc(C(Cl)(Cl)Cl)nc1N | -4 | -7% | -6% | 0.2 | 22% | 0% | 3 | -1 | 0%
COc1ccc(N2CCCn3c2nc2c3c(=O)n(Cc3ccccc3)c(=O)n2C)c(OC)c1 | 5 | 4% | 16% | 0.5 | 0% | 22% | -4 | 11 | -13%
NC1=NC(=O)C(CC(=O)c2ccc(Cl)cc2)S1 (stereo not given) | 8 | 6% | 1% | -1.3 | -5% | -2% | -1 | 7 | -20%
CC1CN(C(=O)CCC(=O)NC2CCN(Cc3ccccc3)CC2)c2ccccc2O1 (stereo not given) | -11 | -4% | u | 1.5 | -4% | -3% | 2 | -14 | -11%
COc1ccc(/C=C/C(O)=C2/C(=O)N(C)C3(C)CC2c2ccccc2O3)cc1 (stereo not given) | 5 | -8% | u | 8.5 | -10% | -7% | 15 | 1 | -2%

# Arranged by heavy-atom count (lowest first): six of the compounds above.
Structure | DRD3 agonist | WRN helicase inh | GLP-1R inv ag | IL-2 act | GLP1R ag | HEK293 tox | PI5P4K alpha inh | D3 antag | PLK1 PBD inh
NC1=NC(=O)C(CC(=O)c2ccc(Cl)cc2)S1 (stereo not given) | 8 | 6% | 1% | -1.3 | -5% | -2% | -1 | 7 | -20%
O=C(/C=C/c1ccco1)Nc1cc(Cl)ccc1C(=O)O | 2 | -36% | -4% | 1.6 | -18% | 6% | u | u | u
O=C(NCCN1CCOCC1)NC1(C(F)(F)F)Oc2ccc(Cl)cc2O1 (stereo not given) | 2 | -10% | 4% | 1.9 | 2% | 5% | 8 | 0 | -21%
COc1ccc(/C=C/C(O)=C2/C(=O)N(C)C3(C)CC2c2ccccc2O3)cc1 (stereo not given) | 5 | -8% | u | 8.5 | -10% | -7% | 15 | 1 | -2%
CC1CN(C(=O)CCC(=O)NC2CCN(Cc3ccccc3)CC2)c2ccccc2O1 (stereo not given) | -11 | -4% | u | 1.5 | -4% | -3% | 2 | -14 | -11%
COc1ccc(N2CCCn3c2nc2c3c(=O)n(Cc3ccccc3)c(=O)n2C)c(OC)c1 | 5 | 4% | 16% | 0.5 | 0% | 22% | -4 | 11 | -13%

# As entered above:
# For DRD3 agonist, O=C(/C=C/c1ccco1)Nc1cc(Cl)ccc1C(=O)O shows 2
# For IL-2 act, CC1CN(C(=O)CCC(=O)NC2CCN(Cc3ccccc3)CC2)c2ccccc2O1 (stereo not given) shows 1.5

# Other results follow:
Structure | DRD3 agonist | WRN helicase inh | GLP-1R inv ag | IL-2 act | GLP1R ag | HEK293 tox | PI5P4K alpha inh | D3 antag | PLK1 PBD inh
NC1=NCc2ccccc21 | -4 | 2% | -15% | -1.1 | 2% | 7% | x | 10 | 1%
CCC(=O)N1CCCN(S(=O)(=O)c2ccc(C)cc2)C1c1ccc(OC)cc1 (stereo not given) | -1 | 3% | 14% | -0.3 | 13% | -4% | 0 | 1 | -9%
N=c1n(CC(=O)c2ccc([N+](=O)[O-])cc2)c2ccccc2n1Cc1ccccc1 | -3 | 11% | 7% | 8.5 | 0% | 20% | -2 | -2 | -1%
O=C1CC(SC(=Nc2ccccc2)Nc2ccccc2)C(=O)N1c1cccc(Cl)c1 (stereo not given) | -2 | -6% | 5µM* | 0.2 | -1% | u | 14 | -2 | -10%
CC(C)CCNC(=O)COc1ccc2c(c1)C(=O)CC(C)(C)O2 | 2 | 4% | 0% | -1.2 | 12% | 74%[activator] | 4 | 4 | -1%
CC1CCN(C(=O)COC(=O)c2n[nH]c3ccccc23)CC1 | -12 | -1% | u | 0.7 | -4% | -21% | -6 | -54* | -7%
O=C(Nc1ccccc1C(=O)NCc1ccccc1)c1ccccc1 | 1 | -7% | 0% | -1.9 | 1% | 3% | x | u | -1%
COc1ccccc1N1CCN(C(=O)Cn2ncc3ccsc3c2=O)CC1 | -14 | x | 9% | x | -3% | 0% | x | x | x
O=C(NCCOC(=O)c1cccs1)c1cccnc1 | 3 | -4% | 1% | 0.6 | 12% | 54%[activator] | 1 | -21 | -6%
Oc1[nH]c2ccccc2c1C1=NCCCCC1 | -4 | -1% | u | 0.1 | 23% | -2% | -3 | 2 | -9%

# Assay outcomes (PubChem BioAssay)
